Bioassay records from PubChem BioAssay.
Large T inhibition: TAg ATPase/helicase activity blockers – biochemical (AID 1903); SV40 large T antigen ATPase/helicase inhibition assay; higher % means a stronger effect; inhibition, % at 20 µM, or IC50 in µM where a hit was titrated; 310,000 tested, 0.39% active; in the data active = a potency from the dose series; inconclusive = inhibition mostly from about 32% at the one dose, without a potency; inactive = the rest, 99 in 100 with inhibition below about 32%; also: strong numbers were not always called active
RSV CPE inhibition: inhibition of RSV-induced cytopathic effect – HEp-2 cells, primary 10 µM value included (AID 2391); 310,000 tested, 0.13% active; HEp-2 cells, RSV-induced CPE inhibition; higher % means a stronger effect; CPE inhibition, % at 10 µM, or IC50 in µM where a hit was titrated; in the data active = a potency from the dose series; inconclusive = CPE inhibition mostly from about 23% at the one dose, without a potency; inactive = the rest, 99 in 100 with CPE inhibition below about 21%; also: strong numbers were not always called active
WT yeast gro inh: growth inhibition of WT yeast, mitochondrial fusion screen; mitochondrial fusion phenotypic screen, WT strain; inhibition, % at 10 µM; 190,000 tested, 2.1% active; in the data active = inhibition above about 58%; tested in S. cerevisiae
b-catenin transl: beta-catenin nuclear translocation modulation; HeLa beta-catenin nuclear translocation, immunofluorescence imaging; 190,000 tested, 0.3% active; nuclear translocation activity, % at 5 µM;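 active = nuclear translocation activity above 50% at 5 µM, with a well cell count of 50 or more; inconclusive = wells under 50 cells across six images, flagged as toxic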;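 also: per-cell ratio of nuclear to cytoplasmic median beta-catenin stain intensity; plate controls were DMSO negative control for no effect and GSK-3 inhibitor IX positive control for full effect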
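assay system = human HeLa cells, endogenous beta-catenin | times = compound treatment 24 h, 37°C, 5% CO2 | detection = Anti-beta-catenin immunofluorescence on PFA-fixed, Triton-permeabilized cells, DAPI nuclei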
Salmonella PhoP GFP: PhoP-dependent GFP reporter repression – Salmonella Typhimurium, primary screen (AID 1863) | 300,000 tested, 0.16% active | one-dose inhibition, % at 50 µM; IC50 in µM for titrated hits | S. Typhimurium PhoP-regulated promoter GFP reporter, 4 h; higher % means a stronger effect;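 active = inhibition over 29.93%, a cutoff 3 SD above the screen mean, later confirmed by dose response; inconclusive = inhibition over 29.93% but no dose response follow-up; inactive = inhibition at most 29.93% or unconfirmed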;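 also: 0% = low Mg2+ inducing control and 100% = high Mg2+ repressing control; strong numbers were not always called active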
Myeloid diff MLP: promotes myeloid progenitor differentiation | ER-HoxA9 myeloid progenitors, lysozyme-GFP differentiation, flow cytometry | calls only at 10 µM | 360,000 tested, 1% active | AID 624256;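 active = normalized GFP-positive differentiation at or above the plate's own cutoff, the solvent-only control mean plus 3 SD; inconclusive = no clear call, values can overlap the other calls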;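 also: cells exposed to compound for four days before flow analysis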
West Nile antiviral: West Nile virus antiviral activity, cell-based, CPE readout (AID 1621). West Nile virus-infected cells, CPE inhibition; higher % means a stronger effect. CPE inhibition, % at 10 µM; hits with a dose series show IC50 in µM. 290,000 tested, 0.02% active; in the data active = a potency from the dose series; inconclusive = CPE inhibition mostly from about 3.7% at the one dose, without a potency; inactive = the rest, 99 in 100 with CPE inhibition below about 2.2%; also: strong numbers were not always called active
Rac1 GTP hydrolysis: MgcRacGAP GTPase-activating activity inhibitors, confirmation, biochemical, ADP Hunter fluorescence. one-dose inhibition, % at 30 µM; IC50 in µM for titrated hits. MgcRacGAP-stimulated Rac1 GTP hydrolysis, ADP Hunter fluorescence; higher % means a stronger effect; GST-tagged Rac1 F28L mutant substrate. AID 624330. 340,000 tested, 0.6% active;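 active = first-screen hits whose inhibition reached a set limit at any dose in the follow-up dose series; inconclusive = inhibition above the set first-screen limit but never retested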;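 also: fluorescence reports GDP produced by GAP-driven GTP hydrolysis; strong numbers were not always called active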
T cell modulator: modulates CD8 T cell binding to vesicles; 330,000 tested, 0.068% active; 2C CD8+ T cell-vesicle binding, flow cytometry; hits give low values; calls only at 7 µM;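 active = response, share of CD8 T cells binding vesicles, and their 90th percentile fluorescence all below set limits, cut at about 80% in these data, passing the limit was not always enough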
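Also added: QL9-peptide-loaded Drosophila micro-vesicles bearing Ld, ICAM-1 and B7-1; Test system: purified 2C TCR transgenic mouse naive CD8+ T cells; Measured by: cytometric PE anti-B7-1 and Alexa647 anti-CD8 signals after 1% paraformaldehyde fixation; Timing: binding step 1.5 h, 37 °C, antibody labelling 20 min, ice.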
WT yeast gro inh mutant strain: further read-out of WT yeast gro inh, marked with its call; inhibition, %; mitochondrial fusion phenotypic screen, mutant strain inhibition
b-catenin transl cell count 5 µM: recorded beside b-catenin transl, whose call it bears; cell count; measured here: cell count, cytotoxicity flag
T cell modulator vesicle-bound %: recorded beside T cell modulator, whose call it bears; double positive events, %; measured here: CD8+ vesicle-bound cell fraction;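 binding gate set so that unloaded-vesicle control wells show 10% double positive cells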
Myeloid diff MLP GFP+ MAC1+ %: recorded beside Myeloid diff MLP, whose call it bears; GFP+ MAC1+ double positive, %; measured here: differentiation confirmed by MAC1 staining
Active calls of the source: *; i = inactive; ? = inconclusive; . = no result given; + = active, no number.

Each structure is followed by: Large T inhibition, RSV CPE inhibition, WT yeast gro inh, WT yeast gro inh mutant strain, b-catenin transl, b-catenin transl cell count 5 µM, Salmonella PhoP GFP, Myeloid diff MLP, Myeloid diff MLP GFP+ MAC1+ %, West Nile antiviral, Rac1 GTP hydrolysis, T cell modulator, T cell modulator vesicle-bound %
> COc1ccc(-c2nc(CCl)cs2)cc1
  0%, 0.3%, 5, -15, 1.0, 1015, 3%, i, 0.4, ., 11%, i, 29
> Cc1ccc(NC(=O)C2(N(C(=O)Cn3nnnc3N)c3ccc(C)cc3)CCCCC2)cc1
  0%, 3.6%, 1, 11, 0.1, 1076, -5%, i, 2.1, -0.1%, -6%, i, 29
> CCCc1nnc(NC(=O)CN2C(=O)c3ccccc3S2(=O)=O)s1
  10%, 0.6%, -8, 7, 0.9, 1065, 3%, i, 0.4, 0.8%, 2%, i, 35
> S=c1[nH]nc(C(c2ccccc2)C2CCCCC2)o1 (centres undefined)
  16%, 1.4%, ., ., -1.2, 1312, -14%, i, 0.6, 0.5%, 0%, i, 38
> C(#Cc1ccc2c(c1)COc1c3ccccc3nn1-2)c1ccccc1
  12%, 6.8%, ., ., ., ., -23%, i, 1.2, ., 3%, i, 26
> COC(=O)c1ccc(CNC(=O)COC(=O)COc2ccc(OC)cc2)cc1
  8%, -0.3%, -10, 17, -0.2, 1039, 5%, i, 0.3, -0.3%, -2%, i, 37
> COC(=O)c1ccc(NC(=O)C2CC3CCC2C3)cc1 (centres undefined)
  5%, 7.0%, ., ., ., ., ., i, 0.6, ., 8%, i, 47
> Cc1cccc(OCCN2CCOCC2)c1C
  9%, 1.1%, ., ., ., ., 0%, i, 0.4, 0.1%, -1%, i, 61
> COC(=O)c1c(NC(=O)CC2Nc3cc(C)c(C)cc3NC2=O)sc(C)c1C (centres undefined)
  21%, 2.4%, -11, 0, 21, 958, -4%, ?, ., -0.2%, 6%, i, 47
> COc1ccc(NC(=O)COc2cccc3c2CCN(C)C3=O)c(OC)c1
  25%, 2.7%, ., ., ., ., -5%, i, 0.7, 0.0%, 4%, i, 14
> CC1CC(C)CN(C(=O)Cn2c(=O)oc3cc(S(=O)(=O)N4CCCC4)ccc32)C1 (centres undefined)
  17%, 0.0%, ., ., ., ., 6%, i, 6.6, -0.1%, 11%, i, 40
> C=CCN(c1ccccc1)S(=O)(=O)c1cccc2cccnc12
  4%, 2.4%, ., ., 0.0, 1280, 11%, i, 0.4, -1.3%, -8%, i, 12
> Nc1nc(CN2CCN(Cc3ccccc3)CC2)nc(Nc2ccc3c(c2)OCCO3)n1
  10%, 1.1%, -15, -8, -4.0, 1176, 0%, i, 0.4, 0.0%, -3%, i, 41
> O=C(CSc1nnc(-c2ccccc2)n1-c1ccccc1)c1ccc[nH]1
  -1%, 1.8%, -8, 7, -1.0, 1077, 23%, i, 0.1, -0.5%, 8%, i, 15
> O=C1CC(NS(=O)(=O)c2ccccc2)CN1c1ccc2c(c1)OCCO2 (centres undefined)
  14%, 1.2%, ., ., ., ., 3%, i, 0.8, ., 3%, i, 36
> COCOc1ccc(-c2cc(=O)c3c(O)cc(OCOC)cc3o2)cc1
  4%, 1.5%, ., ., ., ., 0%, i, 2.0, 0.2%, -1%, i, 40
> Cc1ccc(S(=O)(=O)NCc2c(-c3ccccc3)c3cc(Cl)ccc3[nH]c2=O)cc1
  2%, -0.1%, 1, -3, 2.9, 973, -8%, i, 0.6, -0.6%, 9%, i, 26
> C[N+](C)(C)CCN(Cc1ccc(Cl)cc1)c1ccccn1
  6%, 0.8%, 7, -15, ., ., 9%, i, 1.1, 0.1%, 4%, i, 3
> Cc1ccc(NC(=O)Cc2c(Cl)cccc2Cl)cc1S(=O)(=O)N(C)C
  3%, 2.7%, -1, -4, -0.7, 913, 15%, i, 0.3, 0.2%, 3%, i, 22
> COc1ccccc1CNC(=O)COc1cc2c(c3oc(=O)cc(C)c13)CCC(C)(C)O2
  -2%, 2.6%, ., ., ., ., 7%, i, 3.0, 0.3%, 2%, i, 37
> COc1cccc(NC(=O)CCNS(=O)(=O)c2ccc(Br)s2)c1
  -2%, 0.2%, ., ., ., ., 2%, ?, ., -0.7%, 1%, i, 42
> COC1(OC)N=C(N)C2(C#N)C(c3ccc(C)cc3)C12C#N (centres undefined)
  3%, 0.5%, 3, 7, 1.2, 1341, 4%, ., ., 0.0%, 9%, i, 27
> COC(=O)NCCOc1cc(C)ccc1C
  3%, -0.4%, 1, 1, ., ., -1%, i, 5.5, -0.2%, -1%, i, 27
> CCCc1cc(=O)[nH]c2nnc(SCC(=O)NC3CCCCC3)n12
  15%, -0.1%, ., ., ., ., -9%, i, 1.1, ., 2%, i, 49
> O=C(N/N=C/c1ccc([N+](=O)[O-])s1)c1ccccc1
  0%, -0.6%, 52, 37, 4.4, 816, -3%, i, 0.9, -1.9%, 5%, i, 26
> O=C(CSc1ccsc1[N+](=O)[O-])N1CCN(c2ccc(Cl)cc2)CC1
  5%, 2.1%, -19, -1, 9.2, 986, 2%, +, 0.7*, -0.5%, 10%, i, 49
> COc1ccc2c(c1)c(C(=O)N/N=C/c1ccc(O)c(O)c1)c(C)n2C
  17µM*, 1.9%, -5, -19, -4.7, 715, 11%, i, 1.5, -0.6%, 24µM*, i, 3
> CCC(C)Sc1ccc(-c2nc3ccc(C)cn3c2NCc2ccccc2)cc1OC (centres undefined)
  20%, -4.6%, ., ., ., ., 6%, i, 3.1, ., 6%, i, 13
> CSc1ncc(C(=O)Nc2cccc(Cl)c2C)c(C)n1
  10%, 1.7%, ., ., ., ., 0%, i, 0.6, -0.5%, 5%, i, 46
> CCc1ccc(NC(=O)CS(=O)CC(=O)N2CCN(c3ccccc3F)CC2)cc1 (centres undefined)
  -4%, 1.6%, ., ., ., ., 2%, i, 1.9, 0.4%, 4%, i, 30
> Clc1ccc(OCCN2CCCCC2)cc1Cl
  4%, -0.6%, 23, 39, -0.8, 990, 21%, i, 1.1, 0.9%, 30%, i, 12
> O=C(CCN1C(=O)C2C3C=CC(C3)C2C1=O)Nc1c(F)cccc1F (centres undefined)
  -5%, 0.8%, 3, -4, -0.1, 1406, -1%, i, 0.0, 0.7%, 1%, i, 49
> Cc1cc(N/N=C/c2ccccc2F)nc(NCc2ccccc2)n1
  5%, 1.6%, ., ., -1.3, 1314, -3%, i, 0.3, 0.3%, 6%, i, 20
> CC(C)CNS(=O)(=O)c1ccccc1C(=O)N1CCCCC1
  1%, -0.2%, -16, 2, 1.5, 1334, -7%, i, 1.7, -0.6%, 3%, i, 13
> CCn1ccnc1CN(C)C(=O)c1cc(COc2ccccc2SC)on1
  26%, 0.4%, ., ., ., ., -3%, i, 2.3, -1.9%, 6%, i, 9
> OCCC#Cc1c(-c2ccsc2)sc2ccccc12
  20%, -1.6%, ., ., ., ., 19%, i, 0.8, -0.2%, 12%, i, 14
> O=C(CN1C2=NCCN2c2ccccc21)N1CCOCC1
  0%, 1.6%, -15, -4, 0.0, 1049, -6%, ., ., 0.3%, ., i, 35
> Cc1cc(NC(=O)Nc2cccc(C(F)(F)F)c2)no1
  8%, ?, 18, 8, -2.7, 1264, 0%, i, 0.3, -0.4%, 4%, i, 15
> Cc1ccc2nc3c(c(N)c2c1)CCN3C
  4%, 2.1%, ., ., ., ., 2%, i, 0.7, -0.7%, 31%, i, 10
> CCN(c1ccccc1)S(=O)(=O)c1cc(C(=O)Nc2cccc(Cl)c2)ccc1F
  -4%, 18%, 16, -15, 9.4, 1040, 15%, ?, ., ?, 8%, i, 22
> O=C(CN1CCN(S(=O)(=O)c2ccccc2)CC1)Nc1ccccc1C(=O)c1ccccc1
  10%, ?, 25, 6, 1.0, 1114, -6%, i, 1.0, -0.8%, 4%, i, 58
> CCN(CC)CCCNC(CC(=O)Nc1cccc([N+](=O)[O-])c1)C(=O)O (centres undefined)
  19%, 1.9%, -15, -21, -4.5, 540, 3%, i, 0.5, -0.2%, 7%, i, 47
> Cc1cccc(N(CC(=O)NC2CCCCC2)C(=O)CCC(=O)Nc2nccs2)c1
  13%, 0.4%, ., ., ., ., 0%, i, 2.8, -0.9%, -7%, i, 30
> CN1CCN(S(=O)(=O)c2ccc(N(C)CC(=O)Nc3ccc(F)cc3)nc2)CC1
  14%, 0.1%, 11, 12, ., ., 3%, ., ., 0.7%, ., i, 51
> Cc1ccc(C(=O)O)cc1N=Cc1cc(Br)cc(Br)c1O
  17%, 5.6%, -4, -1, -4.1, 552, 93µM*, i, 0.4, 0.1%, 14%, i, 40
> COc1cc(C2C(C(=O)c3ccc(C)o3)=C(O)C(=O)N2c2cc(C)on2)cc(OC)c1OC (centres undefined)
  19%, 3.5%, ., ., ., ., ., i, 0.3, ., 6%, i, 58
> Nc1[nH]n2c(=O)c3c(nc2c1N=Nc1ccc(Cl)cc1)CCCC3
  6%, -0.2%, 1, 12, 4.1, 1226, -14%, i, 0.9, -0.5%, 2%, i, 63
> COc1ccc(NS(=O)(=O)c2cccc(C(=O)N/N=C/c3ccccn3)c2)cc1
  4%, 0.2%, -16, -4, -1.6, 1110, -2%, i, 0.7, 0.5%, 8%, i, 38
> Cc1ccc(NC(=O)CN(C)C(=O)CSc2n[nH]c(N)n2)cc1
  12%, -0.5%, 18, 5, -1.6, 1387, -2%, i, 0.4, 0.0%, -1%, i, 35
> COc1ccc2cc(/C=N/NC(=O)CN(c3ccccc3C)S(=O)(=O)c3ccccc3)c(Cl)nc2c1
  19%, 0.5%, 0, -9, 9.1, 1010, -3%, ?, ., 0.7%, 8%, i, 6
> Cc1ccc(C2(O)C(=O)c3ccccc3C2=O)c(O)c1C
  5%, ., ., ., -2.2, 1147, -11%, i, 0.0, -0.5%, 3%, i, 39
> Cc1ccc(C(=O)c2oc3ccc(Cl)cc3c2NC(=O)CN2CCN(C)CC2)cc1
  19%, -2.1%, ., ., ., ., -5%, ?, ., -1.4%, 9%, i, 23
> O=C(O)CCC(=O)N1N=C(c2ccccc2)CC1c1ccc2c(c1)OCO2 (centres undefined)
  9%, 0.2%, ., ., ., ., 2%, i, 0.3, -0.8%, 2%, i, 56
